From PubChem BioAssay
Mcl1 Noxa PPI: disrupts binding of human Mcl-1 to Noxa peptide. Q07820. TR-FRET Mcl-1/Noxa peptide binding, 2 h. inhibition, % at 21.7 µM. 220,000 compounds, 1.5% hits. AID 1022;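 active means compounds that cut the protein-peptide binding signal by more than 50% relative to plate controls in a single-dose test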;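 further: His-tagged Mcl-1 with rhodamine Noxa BH3 peptide and terbium anti-His antibody; 0% = Mcl-1 plus Noxa peptide wells and 100% = peptide-only wells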
Target sequence (Q07820 whole entry, looked up): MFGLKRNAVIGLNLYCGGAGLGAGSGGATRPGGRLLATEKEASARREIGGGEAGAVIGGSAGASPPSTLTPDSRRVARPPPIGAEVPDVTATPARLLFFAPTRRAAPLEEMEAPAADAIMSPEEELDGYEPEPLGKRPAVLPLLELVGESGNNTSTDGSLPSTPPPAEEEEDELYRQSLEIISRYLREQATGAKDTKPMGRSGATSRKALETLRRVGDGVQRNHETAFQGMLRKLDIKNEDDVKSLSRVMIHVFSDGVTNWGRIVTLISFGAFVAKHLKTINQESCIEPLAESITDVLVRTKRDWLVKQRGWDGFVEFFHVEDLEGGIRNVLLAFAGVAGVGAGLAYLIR
RGS8-Gao: modulates binding of RGS8 to human Galphao; P09471; multiplexed bead flow cytometry; actives lie on both sides; response (percent of control binding), % at 10 µM; 220,000 compounds, 0.34% hits; AID 1423; in the data active means response below about 60% or above about 140%; inactive means in between;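 further: Galphao activated as the GDP aluminium fluoride complex binding bead-coupled RGS8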
Rac1 wt modul: alters GTP binding to wildtype human Rac1; P63000; AID 757; GTP binding activity (% of control), % at 10 µM; GST-Rac1 beads, fluorescent GTP binding, flow cytometry; actives lie on both sides; 0 = cold GTP competed, 100 = untreated; 190,000 compounds, 0.27% hits;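 active means GTP binding activity at least 20 points away from the 100% control level, either lower or higher; inconclusive means compound flagged as likely green fluorescent, judged across all proteins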
Rab7 wt GTP bind: dog Rab7 wildtype GTP binding, inhibitors and activators. AID 758. GST-Rab7 beads, fluorescent GTP binding, flow cytometry; actives lie on both sides; untreated = 100%, excess cold GTP = 0%. GTP binding activity (percent of control), % at 10 µM. 190,000 compounds, 0.055% hits;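 active means fluorescent GTP binding to Rab7 beads changed by at least 20 points from the 100% baseline, either direction, mostly lower; inconclusive means compound itself probably fluorescent, or too few beads counted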;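 further: median green fluorescence of bound Bodipy-FL-GTP per Rab7 bead population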
Rac1 mut GTP: alters GTP binding to activated mutant human Rac1. 190,000 compounds, 0.11% hits. GST-Rac1 activated beads, fluorescent GTP binding, flow cytometry; actives lie on both sides; 100% means binding = to untreated wells. P63000. AID 764. percent activity (GTP binding), % at 10 µM;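 active means GTP binding at least 20 percentage points away from the 100% baseline, in either direction, so actives lie on both sides; inconclusive means Compound likely fluorescent itself, or too few beads counted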
Rab2A wt mod: changes GTP binding to wildtype dog Rab2A, up or down | 190,000 compounds, 0.19% hits | P61105 | GST-Rab2 wt beads, Bodipy-GTP binding, flow cytometry | GTP binding activity, % at 10 µM | AID 760;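 active means GTP binding activity at least 20 points away from 100%, either lowered or raised; inconclusive means signal likely due to the compound's own green fluorescence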;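 further: 0% = beads with excess unlabeled GTP and 100% = no-compound control corrected for plate trend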
Pf gametocyte: inhibitors of late stage P. falciparum gametocyte viability. P. falciparum stage V gametocytes, ATP luminescence, 24 h. inhibition, % at 10.9 µM. 150,000 compounds, 0.065% hits. AID 743093;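 active means inhibition above the mean plus 3 SD of compounds within the control limits, set per campaign, cut at about 38% in these data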;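 further: 0% = DMSO wells and 100% = medium only without gametocytes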
Bim-Mcl-1: inhibitors of Bim-Mcl-1 interaction, human; Q07820; Bead-based flow cytometry, Bim peptide-Mcl-1 binding; inhibition, % at 10 µM; 190,000 compounds, 0.1% hits; AID 1009; in the data active means inhibition above about 40%;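 further: 0% = no compound tracer wells and 100% = peptide blocker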
Mcl1 Bid PPI: Mcl-1/Bid interaction inhibition. 220,000 compounds, 0.97% hits. inhibition, % at 21.7 µM. TR-FRET Mcl-1/Bid-Dy647 peptide binding, 1536-well. Q07820;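 active means compounds that cut the binding signal by more than half at the single screening dose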;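 further: His-tagged Mcl-1 with europium anti-His antibody binding Bid BH3 peptide; 0% = Mcl-1 plus peptide wells and 100% = peptide-only wells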
HRas wt GTP bind: modulators of GTP binding to human HRas wildtype; GST-Ras wt beads, Bodipy-FL-GTP binding, flow cytometry; actives lie on both sides; P01112; GTP binding activity, % at 10 µM; 190,000 compounds, 0.14% hits; AID 759;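 active means GTP binding activity at least 20% away from the 100% baseline, either lowered as inhibitor or raised as activator; inconclusive means flagged as likely green fluorescent, judged across all proteins in the well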;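 further: 0% = unlabeled GTP competition control and 100% = no-compound control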
Target sequence (P01112 whole entry, looked up): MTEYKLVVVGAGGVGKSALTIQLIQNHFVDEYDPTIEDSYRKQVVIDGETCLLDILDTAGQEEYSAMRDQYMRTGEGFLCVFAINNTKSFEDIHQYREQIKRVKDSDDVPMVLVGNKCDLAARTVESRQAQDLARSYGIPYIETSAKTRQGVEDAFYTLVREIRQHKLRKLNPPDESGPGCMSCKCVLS
Cdc42 wt: modulators (inhibitors or activators) of GTP binding to human Cdc42 wildtype; P60953; GST-Cdc42 beads, Bodipy-GTP binding, flow cytometry; actives lie on both sides; percent activity (GTP binding), % at 10 µM; 190,000 compounds, 0.2% hits;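 active means percent activity GTP binding at least 20 points away from the 100% baseline, either down as inhibitor or up as activator; inconclusive means compound flagged as likely green fluorescent from well-wide comparison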;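 further: median bead fluorescence of bound Bodipy-FL-GTP at 100 nM; 0% = excess unlabeled GTP control and 100% = no compound control; below 100% means less GTP binding so inhibitor and above means activator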
Target sequence (P60953 whole entry, looked up): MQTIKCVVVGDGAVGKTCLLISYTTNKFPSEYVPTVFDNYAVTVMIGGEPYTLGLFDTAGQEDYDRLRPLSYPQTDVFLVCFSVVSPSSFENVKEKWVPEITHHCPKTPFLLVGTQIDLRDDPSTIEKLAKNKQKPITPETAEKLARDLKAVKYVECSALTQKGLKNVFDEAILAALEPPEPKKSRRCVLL
* marks the source's active call; other numbers are inactive results; ? = inconclusive; nt = no result given. Outcome played no part in choosing rows; about 2.9% have a hit in one of these screens.

SMILES	Mcl1 Noxa PPI	RGS8-Gao	Rac1 wt modul	Rab7 wt GTP bind	Rac1 mut GTP	Rab2A wt mod	Pf gametocyte	Bim-Mcl-1	Mcl1 Bid PPI	HRas wt GTP bind	Cdc42 wt
COc1ccc(/C=N/NC(=O)c2ccc(NC(=O)c3cccc([N+](=O)[O-])c3)cc2)c(OC)c1	67*	103	99	100	97	100	9	0	28	97	98
COc1cccc(NC(=O)CSc2nnc(Cc3cccs3)n2-c2ccc(C)cc2)c1	-1	103	101	97	98	97	9	-4	-8	100	99
Cc1occc1-c1nnc(SCC(=O)c2c[nH]c3ccccc23)n1C	nt	99	91	94	93	93	-6	-2	22	97	96
C[C@@]1([C@@H](NC(=O)c2cccs2)c2ccc(-c3ccccc3)cc2)C[C@H]1C1CCCCC1	2	102	106	105	102	100	nt	0	-5	105	103
O=C1C2C3C=CC(C3)C2C(=O)N1c1n[nH]c(-c2cccnc2)n1 (stereo not given)	nt	102	101	99	98	98	9	-2	8	98	101
COc1ccc(-c2nc3n(n2)C(=O)CC(c2ccco2)S3)cc1 (stereo not given)	37	96	105	100	101	102	nt	0	-26	102	103
COc1ccccc1NC(=O)CSc1nnnn1-c1ccc(C)cc1	19	99	107	102	100	101	nt	2	6	103	102
CCN(C(=O)COC(=O)/C=C/c1cccc([N+](=O)[O-])c1)c1ccccc1	-8	100	99	100	93	97	9	0	-35	96	97
Cc1ccc2c(c1)[C@@H](O)C[C@@H](C)N2N=O	27	92	?	?	?	?	4	-1	-20	?	?
C=CC[n+]1c(C)csc1Nc1ccc(C(=O)O)cc1	11	100	100	93	96	97	-19	5	-24	97	95
CCN(CC(=O)NC1CCS(=O)(=O)C1)C(=O)/C=C/c1cccs1 (stereo not given)	5	97	95	97	97	96	nt	1	-7	93	94
O=C(O)CCC(=O)Nc1ccc(N2CCOCC2)cc1	13	103	98	98	96	98	nt	0	-106	98	99
O=c1ccc(Oc2nc(N3CCCCC3)nc(N3CCCCC3)n2)n[nH]1	4	101	105	102	102	102	nt	1	-41	101	100
CS(=O)(=O)N(CC(=O)Nc1cc(Cl)ccc1Cl)c1ccccc1	1	100	100	98	96	96	nt	3	-33	99	100
Cc1ccc(/C=N/NC(=S)NCCc2ccccc2)s1	8	102	93	98	93	96	nt	2	-32	94	91
COC(=O)c1cc(C(=O)OCC(=O)N(C)C2CCS(=O)(=O)C2)cc([N+](=O)[O-])c1 (stereo not given)	6	101	?	?	?	?	-2	0	-5	?	?
CC(=O)NC(CCS(C)(=O)=O)C(=O)Nc1ccc2c(c1)OCO2 (stereo not given)	-8	93	92	97	91	97	nt	2	-5	95	91
CCC(C)(C)NC(=O)C(c1cccc(OC)c1)N(C(=O)c1ccn[nH]1)c1cccc(OC)c1 (stereo not given)	-12	101	97	95	93	97	nt	1	-50	98	98
CCOc1ccccc1N(CC(=O)NCc1ccccc1)C(=O)CCC(=O)Nc1cc(C)ccn1	-9	102	104	106	98	102	-26	0	-14	102	103
CC(C)n1c2ccccc2c2cc([N+](=O)[O-])ccc21	5	94	?	?	?	?	-14	-4	-21	?	?
CCCCN(CCCC)CCCNC(=O)CC1Oc2ccc(C)cc2NC1=O (stereo not given)	-11	104	106	100	100	102	nt	-4	-21	101	104
COc1ccc(-c2ccc(CO)o2)cc1N	13	99	98	96	97	98	nt	0	-48	95	97
COC(=O)C1CC(O)CN1S(=O)(=O)c1cccs1 (stereo not given)	10	100	106	107	98	103	6	1	7	101	104
O=C(CCCC(=O)Nc1cccnc1)Nc1cccnc1	-5	103	107	98	96	97	nt	-5	-2	99	100
CC(C)C(NS(=O)(=O)c1ccccc1)C(=O)OCc1cc([N+](=O)[O-])cc2c1OCOC2 (stereo not given)	13	106	102	98	99	96	nt	-4	13	98	101
COc1ccc(/C=N/NC(=O)c2ccncc2)cc1Cn1nc([N+](=O)[O-])c(Br)c1C	21	100	76*	97	83	68*	11	11	-22	74*	65*
COc1cccc(N=c2oc3c(C)ncc(CO)c3cc2C(N)=O)c1	22	102	?	?	?	?	-19	0	-25	?	?
COC(=O)c1cc(C)nc(N)c1C#N	-4	101	91	98	91	91	-5	1	-5	93	93
Cc1ccc(N2C(=O)C3C(C2=O)C(C(=O)c2ccc(Cl)cc2)N2CCCC32)cc1 (stereo not given)	9	98	101	99	99	100	nt	-3	-9	102	99
COc1ccc(-c2noc(-c3cccc(OC)c3OC)n2)cc1OC	1	102	103	98	100	98	nt	-7	-6	100	103
COC(CNS(=O)(=O)c1ccc(S(=O)(=O)N2CCCC2)cc1)OC	15	100	98	94	94	94	9	-6	-2	94	91
COCCn1c(SCC(=O)N2CCC(C)CC2)nc2ccccc2c1=O	20	99	100	99	98	102	nt	-2	-18	102	99
O=C(O)c1cccc(CSc2n[nH]c(-c3ccc(Cl)cc3Cl)n2)c1	29	104	93	100	87	93	nt	2	-26	93	90
COc1ccc(Nc2nc(N)nc(CN3CCN(c4ccc(F)cc4)CC3)n2)cc1	-3	102	101	105	95	100	-7	0	-44	100	100
Cc1sc2nc(CSCC(=O)Nc3ccc(OC(F)F)cc3)[nH]c(=O)c2c1C	6	103	97	92	95	95	-29	0	11	95	96
CCCCCN1N=C(C)CC1=O	16	102	103	104	98	102	8	3	-32	102	99
Cc1cc(C)nc(SCc2nnc(SCC(=O)Nc3nc(-c4ccccc4)cs3)n2-c2ccccc2)n1	8	95	98	95	96	94	nt	8	0	95	95
COc1ccc(OC)c(NC(=O)CN2C(=O)NC3(CCOc4ccccc43)C2=O)c1 (stereo not given)	-6	101	95	98	95	94	6	0	-8	95	94
COc1ccc(/C(O)=C2\C(=O)C(=O)N(c3cc(C)on3)C2c2ccccc2OC)cc1 (stereo not given)	3	104	104	98	98	100	-13	2	-39	101	102
CCCCC(CCC(=O)O)(C(=O)OCC)c1csc(Nc2ccccc2)n1 (stereo not given)	4	98	98	98	94	97	nt	-1	-33	94	95
Clc1ccc2[nH]c3c(NCC4CCCO4)ncnc3c2c1 (stereo not given)	21	97	95	96	92	91	nt	-3	-5	94	94
Cc1noc(C)c1S(=O)(=O)N1CCCCC1	-4	102	106	101	100	103	-8	-5	-23	102	107
O=C(c1ccccc1)N1CCCC(C(=O)N2CCCCCC2)C1 (stereo not given)	0	102	102	100	99	100	-3	-2	-16	98	99
Cc1ccc(SCc2[nH]nc3c2C2(CCSCC2)C(C#N)=C(N)O3)cc1	9	100	105	98	97	96	nt	-5	4	99	100
CCN(CC)S(=O)(=O)c1cccc(NC(=O)CSc2nnc(N)s2)c1	0	97	93	102	94	98	21	0	-30	96	94
COc1cccc(-c2nn(C)c3sc(C(=O)N4CCN(c5ccccc5)CC4)cc23)c1	-4	99	105	101	98	100	10	-4	-26	99	103
CNC(=O)Cc1nc2ccccc2n1CC(=O)Nc1cc(C)cc(C)c1	9	102	101	108	98	102	-10	0	-23	98	97
O=C(NCCN1CCCC1)c1ccc(Cn2c(=S)[nH]c3ccc(Br)cc3c2=O)cc1	12	97	96	104	95	98	2	0	-18	98	97
Cc1[nH]c2ccccc2c1N=Nc1ccccc1C(=O)O	41	74	90	94	90	85	8	2	-51	89	97
Cc1oc(-c2ccccc2Cl)nc1CN1CCCN(C(=O)c2ccco2)CC1	16	106	?	?	?	?	7	0	-20	?	?

Next section:
SMILES	Mcl1 Noxa PPI	RGS8-Gao	Rac1 wt modul	Rab7 wt GTP bind	Rac1 mut GTP	Rab2A wt mod	Pf gametocyte	Bim-Mcl-1	Mcl1 Bid PPI	HRas wt GTP bind	Cdc42 wt
CN(C)CCCN(C(=O)c1ccco1)c1nc2ccc(Cl)cc2s1	7	100	98	101	95	95	12	0	3	97	95
COc1cc(NC(=O)C/C(C)=N/NC(=O)c2cccc(O)c2)c(OC)cc1Cl	11	118	103	98	98	97	4	0	-17	99	98
COCCN(CC(=O)NCC1CCCO1)C(=O)CCC(=O)Nc1cc(C)on1 (stereo not given)	-10	106	107	98	100	100	nt	-1	-12	100	103
COC(=O)C1=C(C(=O)OC)C(c2cc([N+](=O)[O-])ccc2O)c2sc(=O)[nH]c2S1 (stereo not given)	28	101	?	?	?	?	12	-2	-36	?	?
CCOC(=O)c1cnc(SCC(=O)NCc2cccs2)nc1N	1	98	106	95	100	100	nt	-4	7	99	104
CCC(C(=O)NCc1ccco1)N(Cc1cccs1)C(=O)CNS(=O)(=O)c1ccccc1 (stereo not given)	-2	99	107	102	100	103	-17	0	-69	104	105
CCCN1C(=O)C(O)(C/C(C)=N/O)c2ccccc21 (stereo not given)	5	96	98	98	97	97	nt	-1	7	99	100
Cc1nc(-c2cccnc2)sc1C(=O)Nc1ccc(Cl)cc1	14	101	102	103	98	100	nt	-1	-20	101	97
Cc1ccc(S(=O)(=O)c2c(C)nn(C(C)(C)C)c2OC(=O)c2ccc(Br)o2)cc1	17	86	95	95	93	97	-20	-3	7	97	95
CCCNC(=O)NC(=O)CSc1cccc(C(F)(F)F)c1	13	105	95	94	95	94	-27	-3	-10	92	94
COc1ccc(OC)c(S(=O)(=O)Nc2ccc(O)c(Sc3ncn[nH]3)c2)c1	28	97	31*	21*	36*	35*	nt	12	-52	39*	36*
Cc1ccc(NC(=O)Nc2cccs2)cc1	10	100	96	96	93	97	nt	-2	-31	98	98
Cc1cc(C(F)(F)F)nc(NCc2cccnc2)n1	6	102	98	96	97	98	nt	-9	-2	98	99
CC(C)Cn1c(N)c(C(=O)NCCN2CCOCC2)c2nc3ccccc3nc21	14	102	96	98	96	96	-9	-3	-15	98	98
CC(C)(C)n1ncc2c(=O)n(CC(=O)Nc3ccc(Cl)cc3)cnc21	14	102	102	103	96	99	nt	-1	-10	99	98
O=C(NCc1cccc(Cl)c1)c1ccc2c(c1)SC1=NS(=O)(=O)CCN12	-11	90	96	105	93	96	-1	0	3	96	92
O=c1oc2ccccc2n1Cc1ccccc1	6	99	101	95	99	97	-21	-2	-6	100	105
Cc1ccc(C)c(NC(=O)c2nc(Cl)ccc2Cl)c1	11	101	94	97	96	96	14	1	1	96	96
COc1ccc(C(=O)NCC2OCCc3ccccc32)cc1 (stereo not given)	4	98	107	100	104	103	nt	1	-16	103	108
